# PHOSPHO1 inh – PubChem AID 1565; Phosphoethanolamine/phosphocholine phosphatase (Homo sapiens), Q8TCT1; recombinant PHOSPHO1, absorbance phosphatase assay; inhibition, % at 13.3 µM; 290,000 tested, 1.1% active; in the data active means inhibition above about 60%
# M4 PAM – human M4 muscarinic receptor positive allosteric modulators, primary screen, CHO-K1 cells, Fluo-8 calcium fluorescence. CHO-K1 hM4/Gqi5, ACh EC20; 0% = ACh EC20, 100% = maximal ACh. 360,000 tested, 0.4% active. activation, % at 3 µM. AID 624126, 2012;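 active means activation above its plate's cutoff, the mean activation of sample wells plus 3 SD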; further: some results filed as inactive read as strong as hits
# GalR3 antag – GalR3 antagonists in HEK293 cells, primary screen, cell-based, fluorescence readout | Galanin receptor type 3 (Homo sapiens), O60755 | HEK293 GalR3-CNG cAMP membrane potential fluorescence; galR3 body fused to GalR1 C-terminus | inhibition, % at 3 µM | 360,000 tested, 0.44% active | AID 651719, 2012;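 active means inhibition above the screen-wide average plus 3 SD, cut at about 13% in these data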;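 further: forskolin and galanin both at EC90 stimulate the cells; cAMP rise reported by CNG channel membrane potential dye signal; 0% = forskolin plus galanin with DMSO and 100% = forskolin alone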
# Target sequence (O60755 1-299 limits assumed): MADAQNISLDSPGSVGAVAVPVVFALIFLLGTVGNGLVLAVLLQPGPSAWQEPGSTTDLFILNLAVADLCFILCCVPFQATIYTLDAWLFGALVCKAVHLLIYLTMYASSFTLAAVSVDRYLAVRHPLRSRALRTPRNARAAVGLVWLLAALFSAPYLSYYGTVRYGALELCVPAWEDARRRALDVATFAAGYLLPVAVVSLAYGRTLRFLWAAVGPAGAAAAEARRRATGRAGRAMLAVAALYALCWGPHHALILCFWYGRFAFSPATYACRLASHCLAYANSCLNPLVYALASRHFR
# IDE inh – human IDE inhibitors in live cells, primary screen, fluorescence polarization, HEK cells, FAbetaB substrate; FAbetaB cleavage; Insulin-degrading enzyme (Homo sapiens), P14735; 320,000 tested, 0.41% active; AID 434962, 2010; inhibition, % at 5.59 µM;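 active means percent inhibition above the average of all tested compounds plus 3 SD, set per screening campaign, cut at about 16% in these data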;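 further: IDE supplied by intact live HEK cells; FP after avidin binding of uncleaved biotin substrate so inhibition keeps polarization high; 0% = DMSO wells and 100% = 60 µM reference IDE inhibitor Ii1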
# p-CIP stab down – p/CIP-EGFP fusion destabilizers, primary screen, fluorescence, F442A cells; 16 h; decrease of EGFP signal, % at 10 µM; AID 1984, 2009; 290,000 tested, 0.01% active;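 active means EGFP signal decrease of at least 30% at 10 µM or well 3 SD below plate mean, unless failing retest; inactive means the rest, including hits failing retest or dose response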; further: some compounds called inactive have numbers as strong as hits; many of its hits are not listed in these tables
# CRFR2-BP antag – antagonists of CRF-BP/CRF-R2 complex, primary screen, cell-based, HEK293, calcium dye fluorescence, uHTS | CRF-induced calcium fluorescence | inhibition, % at 11.8 µM | 350,000 tested, 0.59% active | AID 588475, 2011;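 active means inhibition of the ligand-induced calcium signal above about 50% at the single tested concentration, limit read from the data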
# IDE act – human IDE activators in live cells, primary screen, fluorescence polarization, HEK cells, FAbeta-B substrate; Insulin-degrading enzyme (Homo sapiens), P14735; FAbeta-B cleavage; 0% vehicle, 100% cell-free pure enzyme wells; activation, % at 5.96 µM; 340,000 tested, 0.073% active;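 active means activation above the mean of all tested compounds plus 3 SD, set per screening campaign, cut at about 17% in these data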
# MEKK3 PB1 HTS – modulators of MEKK3-MEK5 PB1 binding, primary screen, biochemical, wildtype MEKK3, multiplex bead flow cytometry, Alexa488-MEK5; binding response (% of control), % at 10 µM; Mitogen-activated protein kinase kinase kinase 3 (Homo sapiens), Q99759; 290,000 tested, 1.4% active; AID 1529, 2009; bead-based flow cytometry, Alexa488-MEK5 binding to MEKK3; actives lie on both sides; 0 = blocked by unlabeled MEK5, 100 = vehicle;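 active means binding response more than 3 SD above or below the average of its plate-row segment, actives on both sides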;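 further: Alexa488 bead fluorescence after subtracting the streptavidin-only scavenger bead signal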
# Target sequence (Q99759 whole entry, looked up): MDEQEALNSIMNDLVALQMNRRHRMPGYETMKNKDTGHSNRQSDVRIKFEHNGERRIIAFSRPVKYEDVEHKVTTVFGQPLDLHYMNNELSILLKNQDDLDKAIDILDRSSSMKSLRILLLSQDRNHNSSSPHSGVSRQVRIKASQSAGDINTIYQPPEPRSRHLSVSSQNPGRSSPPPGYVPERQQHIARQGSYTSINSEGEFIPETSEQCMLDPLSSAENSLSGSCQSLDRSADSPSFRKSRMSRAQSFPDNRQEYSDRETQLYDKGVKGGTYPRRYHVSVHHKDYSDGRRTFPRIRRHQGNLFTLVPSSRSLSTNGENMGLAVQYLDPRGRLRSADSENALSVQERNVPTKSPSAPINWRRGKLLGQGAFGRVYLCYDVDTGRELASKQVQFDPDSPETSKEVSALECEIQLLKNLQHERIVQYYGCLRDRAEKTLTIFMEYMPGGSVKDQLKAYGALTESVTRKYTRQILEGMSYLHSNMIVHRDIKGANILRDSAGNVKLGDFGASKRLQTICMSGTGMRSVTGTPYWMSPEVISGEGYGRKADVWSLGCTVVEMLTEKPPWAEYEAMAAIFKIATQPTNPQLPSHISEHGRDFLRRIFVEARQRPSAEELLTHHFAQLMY
# CRFBP-R2 agonist – agonists of CRF-BP/CRF-R2 complex, primary screen, cell-based, HEK293, calcium dye fluorescence, uHTS | calcium dye fluorescence (FLIPR); percent of saturating CRF peptide response | activation, % at 13.2 µM | CRF-binding protein / CRF receptor 2 complex (human) | 350,000 tested, 0.46% active;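 active means activation of at least 50%, plus an integration ratio under a set limit after plate pattern correction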;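 further: plate controls were neutral control wells without compound for no effect and CRF at EC100 for full effect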
# Starred values were filed as active, the others as inactive; / = no result given; & = joins results of further samples; [ ] = another dose, or the depositor's remark.
1) CC(=O)Nc1sc(N/N=C/c2ccc(O)cc2)nc1-c1ccc(C)cc1
2) Cc1cccc(C)c1NC(=O)CNC(=O)c1ccc2ccccc2n1
3) O=C(COC(=O)/C=C/c1ccc(C(F)(F)F)cc1)NCc1ccco1
4) O=C(Nc1cccc(-c2nc3ncccc3o2)c1)c1ccco1
5) Cc1nnc(SC2CC(=O)N(c3ccccc3)C2=O)s1 (stereo unspecified)
6) CCN(CC(=O)NCc1ccc(Cl)cc1)CC(=O)Nc1ccc(C(N)=O)cc1
7) Cc1cccc(C(=O)N[C@H](C(=O)Nc2ccc3c(c2)OCO3)C(C)C)c1
8) CCOc1cc2[nH]c(=S)n(CCN3CCCCC3C)c(=O)c2cc1OCC (stereo unspecified)

Compound	1	2	3	4	5	6	7	8
PHOSPHO1 inh	-2	/	56	4	-4	-5	/	46
M4 PAM	-4	22	3	10	5	8	1	-2
GalR3 antag	-4	-2	-2	-3	1	-3	-1	1
IDE inh	1	0	3	1	0	-2	5	12
p-CIP stab down	2	/	-25	5	-30	11	/	-2
CRFR2-BP antag	-9	-10	10	-9	7	1	3	-17
IDE act	1	-3	1	-2	-10	-2	5	0
MEKK3 PB1 HTS	104	/	97	114	100	104	/	107
CRFBP-R2 agonist	-2.4	-0.3	-1.5	-1.9	2.0	2.0	-3.0	1.6

# Brought forward from above: 3 compounds, then new ones.
6) CCN(CC(=O)NCc1ccc(Cl)cc1)CC(=O)Nc1ccc(C(N)=O)cc1
7) Cc1cccc(C(=O)N[C@H](C(=O)Nc2ccc3c(c2)OCO3)C(C)C)c1
8) CCOc1cc2[nH]c(=S)n(CCN3CCCCC3C)c(=O)c2cc1OCC (stereo unspecified)
9) CN1CC(=O)N2[C@H]3c4ccccc4OC[C@@H]3[C@H](c3ccccc3)[C@]2(C)C1=O
10) O=C(CNC(=O)c1ccccc1F)N/N=C/c1cc(Br)ccc1OC(=O)/C=C/c1ccco1
11) CCOC(=O)C1CCN(S(=O)(=O)c2ccc3[nH]c(=O)oc3c2)CC1
12) COc1cccc(CNc2ccc(S(=O)(=O)N3CCCC3)cn2)c1
13) Cc1c(C(=O)OCC(=O)NC2CCCCC2)oc2ccccc12
14) O=C1ON=C(c2ccc(Cl)cc2)/C1=C/c1ccc(O)cc1
15) CCC(=O)Nc1ccc(NC(=O)/C=C/c2ccc(Cl)cc2)cc1
16) CC1CC(NC(=O)/C=C/C(=O)O)CC(C)(C)C1 (stereo unspecified)

Compound	6	7	8	9	10	11	12	13	14	15	16
PHOSPHO1 inh	-5	/	46	/	8	-2	/	/	5	6	24
M4 PAM	8	1	-2	9	-1	-4	-1	7	/	10	21
GalR3 antag	-3	-1	1	-6	-3	3	-6	-4	-2	0	-1
IDE inh	-2	5	12	-2	1	-1	2	-4	2	0	3
p-CIP stab down	11	/	-2	/	1	-4	/	/	2	3	-1
CRFR2-BP antag	1	3	-17	2	-10	5	-1	26	-12	8	-1
IDE act	-2	5	0	6	4	4	1	0	/	2	6
MEKK3 PB1 HTS	104	/	107	/	102	102	/	/	109	104	102
CRFBP-R2 agonist	2.0	-3.0	1.6	-2.6	2.2	0.4	0.1	-2.6	17	-1.1	-0.1

17) O=C(O)/C=C/c1ccc(OCc2cccc(F)c2)cc1
18) C=CCn1c(=O)c2ccccc2n2nnc(C(=O)OCC)c12
19) CCC(SC1=N/C(=C/c2ccccc2)C(=O)N1c1ccccc1)C(=O)Nc1cc(C)on1 (stereo unspecified)
20) COc1ccc(NC(=S)NC(=O)c2cncc(Br)c2)cc1
21) CN(C)C(CNc1ncnc2ccccc12)c1c(F)cccc1Cl (stereo unspecified)
22) COc1cccc(C2CC(C(F)(F)F)n3ncc(C(=O)NC(C)(C)C)c3N2)c1 (stereo unspecified)
23) O=C(Cc1c(F)cccc1Cl)NCC1CCCO1 (stereo unspecified)
24) O=C(Nc1cccc(C(F)(F)F)c1)N1CCC(c2nc(-c3ccc(F)cc3)no2)CC1

Compound	17	18	19	20	21	22	23	24
PHOSPHO1 inh	11	12	-12	/	37	34	24	-10
M4 PAM	3	-1	-13	9	-13	2	1	-18
GalR3 antag	-6	2	-1	0	-9	-11	1	-9
IDE inh	3	-2	1	3	4	5	3	3
p-CIP stab down	4	-2	4	/	-6	-15	-10	2
CRFR2-BP antag	-8	1	-23	-47	-3	-15	27	-23
IDE act	4	/	0	-1	5	2	-1	-13
MEKK3 PB1 HTS	94	95	100	/	100	105	98	119
CRFBP-R2 agonist	-0.5	0.5	-0.6	0.3	-1.0	-1.8	-1.9	10

# Compound profiles, as listed above. Order of values: PHOSPHO1 inh, M4 PAM, GalR3 antag, IDE inh, p-CIP stab down, CRFR2-BP antag, IDE act, MEKK3 PB1 HTS, CRFBP-R2 agonist
# Listed for `CCC(SC1=N/C(=C/c2ccccc2)C(=O)N1c1ccccc1)C(=O)Nc1cc(C)on1` (stereo unspecified) → -12, -13, -1, 1, 4, -23, 0, 100, -0.6
# Listed for `CN(C)C(CNc1ncnc2ccccc12)c1c(F)cccc1Cl` (stereo unspecified) → 37, -13, -9, 4, -6, -3, 5, 100, -1.0

# Remaining list, next part.
25) O=c1[nH]c(CSc2nnc(NCCCN3CCOCC3)s2)nc2cc(Cl)ccc12
26) Cc1onc(-c2ccccc2)c1-c1ccc(S(N)(=O)=O)cc1
27) CC(C)c1ccc(S(=O)(=O)c2ccc(NN)cc2)cc1
28) Cn1cnnc1SC/C(O)=C(\C#N)c1nc2ccccc2[nH]1
29) O=C(c1cc2ccccc2o1)N1CCN(Cc2ccc3c(c2)OCO3)CC1
30) CCOC(=O)/C(C#N)=C/c1cn(CCOc2ccc(OC)cc2)c2ccccc12
31) CCC(=O)NC(Nc1c(C)n(C)n(-c2ccccc2)c1=O)C(Cl)(Cl)Cl (stereo unspecified)
32) CCN(CC)CCCn1c2c(c(SCC(=O)Nc3cccc4ccccc34)nc1=O)CCC2

Compound	25	26	27	28	29	30	31	32
PHOSPHO1 inh	19	16	22	-11	51	2	28	/
M4 PAM	8	-2	9	9	-3	-2	-3	-11
GalR3 antag	-4	/	-8	0	-2	0	-2	-4
IDE inh	-4	5	/	7	-1	1	3	-3
p-CIP stab down	12	-13	-20	-6	-22	4	-6	/
CRFR2-BP antag	-18	13	5	25	9	-17	7	-2
IDE act	4	2	0	3	4	-2	-1	-2
MEKK3 PB1 HTS	100	88&102	97	94	106	111	102	/
CRFBP-R2 agonist	1.1	0.3	-2.5	-1.7	0.3	15	-1.4	-0.6

33) COc1ccc(-c2c(-c3cc(OC)cc(OC)c3)n(C)c3ccc(-c4ccc5c(c4)OCCO5)cc23)cc1
34) Nc1nnc(SCCOc2ccccc2)s1
35) COc1ccc(NC(=O)CSc2nc(SC)ns2)c(OC)c1
36) Cc1ccc2[nH]c(C(=O)NCCN3CCCC3)cc2c1
37) COC(=O)Nc1nc2ccc(C(=O)c3ccc(F)cc3)cc2[nH]1
38) OCCC1CN(CCCn2cccn2)CCN1C1CCCCC1 (stereo unspecified)
39) COc1ccccc1NC(=O)C(C)Nc1ccc(C)c(Cl)c1 (stereo unspecified)
40) Cc1nn(C)c(C)c1S(=O)(=O)N1CCCC(C(=O)NCC2COc3ccccc3O2)C1 (stereo unspecified)

Compound	33	34	35	36	37	38	39	40
PHOSPHO1 inh	/	13	11	34	48	41	-1	-13
M4 PAM	9	4	-7	2	/	-5	-2	3
GalR3 antag	-2	-5	-9	-3	/	-4	-7	-2
IDE inh	4	11	3	2	1	/	1	5
p-CIP stab down	/	-12	-9	-6	-21	-20	6	-7
CRFR2-BP antag	7	21	18	7	/	0	-2	-6
IDE act	3	7	1	2	/	3	5	1
MEKK3 PB1 HTS	/	97	102	109	107&106	99	104	103
CRFBP-R2 agonist	0.4	-1.3	-0.6	0.4	/	-1.3	-1.1	-2.1

41) Cc1ccc(Cl)cc1N1CCN(S(=O)(=O)c2c(C)nc3scc(C)n3c2=O)CC1
42) Cc1ccc(-n2c(SCC(=O)Nc3cc(C)on3)nc3c(c2=O)SC(C)C3)cc1 (stereo unspecified)
43) Cc1ccc(CNC(=O)CCS(=O)(=O)c2ccc3c(c2)NC(=O)CO3)cc1
44) Cc1ccc(S(=O)(=O)C2(C(=O)N3CCN(C4CCCCC4)CC3)CC2)cc1
45) CCn1c(=O)c(C(=O)Nc2ncccc2C)c(O)c2ccccc21
46) O=C(O)CCC(=O)Nc1cccc2cccnc12
47) Cc1ccc(NC(=O)CN(C)C(=O)c2ccc(Br)o2)cc1
48) CCCS(=O)(=O)c1nc(S(=O)(=O)c2ccc(C)cc2)c(N2CC(C)OC(C)C2)s1 (stereo unspecified)

Compound	41	42	43	44	45	46	47	48
PHOSPHO1 inh	43	-4	34	6	33	35	28	26
M4 PAM	-1	-2	0	-6	2	16	-4	3
GalR3 antag	-6	/	-6	-4	-7	-6	-8	-6
IDE inh	4	2	-1	6	-1	3	0	2
p-CIP stab down	-2	-10	-4	-7	0	-6	-10	-8
CRFR2-BP antag	-5	-61	2	-3	-1	10	-1	-13
IDE act	1	4	5	3	3	-4	4	1
MEKK3 PB1 HTS	/	105	103	98	101	92	103	102
CRFBP-R2 agonist	-0.9	1.8	-0.8	-2.0	10	0.3	-2.2	2.1

49) Cc1ccc(S(=O)(=O)NCCC(=O)NNC(=O)C2COc3ccccc3O2)cc1 (stereo unspecified)
50) COc1cc(/C=C(\C#N)C(=O)Nc2ccccc2C(=O)O)cc(Cl)c1OC
51) COc1ccccc1CNC(=O)Cc1csc(NC(=O)Nc2ccccc2OC)n1
52) Cc1nc2ccc(NC(=O)N3CCC(c4ccccc4)C3)cc2nc1C (stereo unspecified)
53) CCc1ccc(/C=C(\Cl)c2nc3cc(Cl)ccc3c(=O)[nH]2)cc1
54) CCOc1ncccc1C(=O)Nc1cc(C(F)(F)F)ccc1N1CCOCC1
55) c1ccc(-c2nc(CSc3nnnn3-c3ccccc3)cs2)cc1
56) Cc1cc(SCC#N)n2nc(C)c(-c3ccccc3)c2n1
57) COc1ccc(CCNC(=O)c2ccc(OC)c(OC)c2)cc1OC
58) Cc1cccc(OC(=O)n2c(=S)oc3cc(Cl)ccc32)c1
59) Cc1cc(NS(=O)(=O)c2ccc(NC(=O)Cc3ccc([N+](=O)[O-])cc3)cc2)no1

Compound	49	50	51	52	53	54	55	56	57	58	59
PHOSPHO1 inh	/	13	/	-31	5	/	14	21	45	-21	21
M4 PAM	4	4	-5	-1	-2	9	-3	-3	-4	30*	8
GalR3 antag	-2	0	-1	-4	0	-7	-6	-3	-6	-2	-1
IDE inh	-8	-4	1	4	1	-4	0	-4	-5	4	0
p-CIP stab down	/	3	/	0	7	/	-12	3	3	-10	7
CRFR2-BP antag	15	-12	-7	-8	-58	-4	25	-12	17	-30	-12
IDE act	4	-1	1	11	4	0	7	5	1	2	-4
MEKK3 PB1 HTS	/	43*[inhibitor]	/	109	97	/	100	106	101	102	99
CRFBP-R2 agonist	0.1	-0.8	1.6	-1.2	0.5	-0.3	0.4	-0.9	-1.6	0.6	1.3

# High-throughput results from PubChem.
